Source: PubChem
JMJD2A Tudor inh = JMJD2A Tudor domain (human) inhibition. O75164. AlphaScreen JMJD2A-Tudor / H3K4me3 peptide binding. Potency, µM (titrated, usually from 114 µM), inactives show at the top dose activity change, negative = inhibition, usual class: inhibitors. hit rate 4.4% among 390,000; note: potency is the fitted concentration of half-maximal effect; % is set by controls: 0 for no effect and ±100 for the full control effect; nearly all actives have a fitted effect of over 50% in size
ERG-DNA inh = inhibitors of human ERG Ets domain-DNA interaction | fluorescence polarization, His-ERG Ets domain / labelled DNA | hit rate 0.028% among 370,000 | Potency, µM (top dose mostly 76.9 µM), without a hit: top-dose FP activity, negative = inhibition, most hits filed as inhibitors; active = well fitted inhibition curve with a large enough effect in the polarisation, with a control signal flat; inconclusive = small, poorly fitted or top-dose-only effect, or effect the other way, or a change in a side signal; inactive = no such curve, though single readings can be large or run the other way; the % refers to the polarisation;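 note: polarization taken with two DNA probes labelled with fluorescein and Texas red; potency is the fitted concentration of half-maximal effect; % of control where 0% means no effect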
Target sequence (P11308 whole entry, looked up, the tested form may be a part): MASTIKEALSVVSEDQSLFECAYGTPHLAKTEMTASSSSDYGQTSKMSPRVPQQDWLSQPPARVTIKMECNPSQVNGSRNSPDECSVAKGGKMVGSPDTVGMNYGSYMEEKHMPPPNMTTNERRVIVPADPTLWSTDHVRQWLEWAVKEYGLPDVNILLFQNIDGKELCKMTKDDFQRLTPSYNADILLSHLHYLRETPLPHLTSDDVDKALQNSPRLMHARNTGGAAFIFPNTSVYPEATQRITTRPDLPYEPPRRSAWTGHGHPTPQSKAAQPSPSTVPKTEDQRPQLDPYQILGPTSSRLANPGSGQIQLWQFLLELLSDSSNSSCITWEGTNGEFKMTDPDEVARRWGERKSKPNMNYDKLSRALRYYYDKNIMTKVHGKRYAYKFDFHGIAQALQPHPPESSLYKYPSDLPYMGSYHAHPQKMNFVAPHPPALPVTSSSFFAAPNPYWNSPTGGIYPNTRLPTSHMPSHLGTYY
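His-tagged ERG Ets domain (1 uM in the protein solution; 300mM KCl, 50mM Tris-HCl, 1mM EDTA, 1mM DTT, pH 7.5) received compound, then a probe mix of 5 nM fluorescein-DNA and 100nM Texas-615-DNA. Fluorescence polarization was read for both dyes.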
G9a inh = G9a (human) methyltransferase inhibition | Potency, µM (doses to about 102 µM), without a hit: top-dose activity, negative = inhibition, usual class: inhibitors | G9a H3K9 monomethylation, AlphaScreen, 2 h | Q96KQ7 | hit rate 8.8% among 350,000; note: potency is the fitted concentration of half-maximal effect; % is set by controls: 0 for no effect and ±100 for the full control effect; nearly all actives have a fitted effect of over 75% in size
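Methyltransferase reactions run at room temperature for 2 h (20 nM enzyme, 500 nM biotin-H3K9 peptide, 20 uM SAM) after a 15 min compound preincubation; product detected by AlphaScreen beads and anti-H3K9me1 antibody.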
GLS inh = blocks human kidney-isoform glutaminase activity; O94925; GLS enzymatic activity, qHTS titration; Potency, µM (doses to about 45.5 µM), inactives show top-dose activity change, negative = inhibition, actives largely listed as inhibitors; hit rate 0.21% among 410,000; AID 624170; note: potency is the fitted concentration of half-maximal effect; % is set by controls: 0 for no effect and ±100 for the full control effect
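Two-point fluorescence kinetic (t0, 30 min RT) for hKGA; glutamate detected via glutamate oxidase–HRP–Amplex Red. Substrate: 1 mM L-glutamine solution; buffer 45 mM KH2PO4, pH 8.2.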
RGS4 inh = blocks human RGS4-accelerated GTP hydrolysis; P49798; Transcreener GDP fluorescence polarization, RGS4-accelerated GTP hydrolysis; Potency, µM (highest dose often 114 µM), inactives show at the top dose activity change, negative = inhibition, usual class: inhibitors; hit rate 0.039% among 390,000; AID 504845; note: potency is the fitted concentration of half-maximal effect; % is set by controls: 0 for no effect and ±100 for the full control effect; nearly all actives have a fitted effect of over 75% in size; some results filed as inactive show a strong effect at the top dose
Target sequence (P49798 whole entry, looked up): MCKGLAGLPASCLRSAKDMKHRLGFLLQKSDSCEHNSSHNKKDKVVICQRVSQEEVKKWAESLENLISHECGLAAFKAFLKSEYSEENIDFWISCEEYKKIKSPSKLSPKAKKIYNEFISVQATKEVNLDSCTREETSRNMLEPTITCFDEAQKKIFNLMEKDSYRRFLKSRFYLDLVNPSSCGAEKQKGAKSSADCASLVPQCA
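MLSMR compounds (23 nl, pin-transferred) preincubated 10 min at room temperature with a 500nM (2x) first reagent, then RGS4 at 900nM (2x) plus Transcreener GDP mix added; fluorescence polarization (620/688 nm) read before and after 90 min at 30 °C.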
HP1b chromo inh = inhibitors of HP1-beta chromodomain binding to methylated histone tails; P83916; AlphaScreen HP1-beta / biotin-H3K9me3 peptide binding; Potency, µM (doses to about 114 µM), for inactives: at the highest dose activity change, negative = inhibition, most hits filed as inhibitors; hit rate 0.56% among 390,000; AID 540317; note: potency is the fitted concentration of half-maximal effect; nearly all actives have a fitted effect of over 70% in size; inactives centre near 23
Target sequence (P83916 whole entry, looked up): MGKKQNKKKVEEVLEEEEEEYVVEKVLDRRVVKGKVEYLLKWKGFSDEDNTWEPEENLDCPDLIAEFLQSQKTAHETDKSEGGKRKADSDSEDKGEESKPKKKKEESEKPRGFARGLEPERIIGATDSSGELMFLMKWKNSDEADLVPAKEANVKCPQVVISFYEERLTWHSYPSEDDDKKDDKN
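Compound inhibition of the preformed complex between 50 nM HP1-beta and 50 nM biotinylated H3K9me3 peptide was read by AlphaScreen. Buffer was PBS pH 7.4 with 0.01% Tween-20. Incubations ran 30 min at room temperature, with 10 ug/mL donor/acceptor beads.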
BAZ2B inh = blocks human BAZ2B | AlphaScreen BAZ2B-H3K14Ac peptide displacement | Q9UIF8 | Potency, µM (highest dose often 114 µM), inactives show at the top dose activity change, negative = inhibition, most hits filed as inhibitors | hit rate 4.4% among 360,000 | AID 504333; note: potency is the fitted concentration of half-maximal effect; % is set by controls: 0 for no effect and ±100 for the full control effect; nearly all actives have a fitted effect of over 60% in size
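Protein-peptide AlphaScreen: BAZ2B 50 nM, b-H3K14Ac 50 nM, 1x PBS pH 7.4 + 0.01% Tween-20. Preincubation 30 min RT; cpd 30 min RT (top 110 uM); beads 20 min RT, light-protected.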
PI4K2A inh = inhibitors of human PI4K2A; purified PI4K2A, ADP-Glo luminescence, 1 h; hits give low values; activity change, negative = inhibition, % at 76.9 µM; hit rate 0.13% among 420,000; in the data active = activity change below about -50%; inconclusive = mostly about -30% to -49%;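 note: -100% = wells without enzyme as full effect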
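In this quantitative HTS, ADP production by PI4K2A was quantified luminescently after 1 h at ambient temperature; 100 microM adenosine served as plate-quality control.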
ALOX12 inh = inhibitors of human 12S-lipoxygenase ALOX12 | AID 1671190 | purified 12hLO, xylenol orange hydroperoxide absorbance | hit rate 1.1% among 580,000 | Potency, µM (highest dose often 108 µM), inactives show at the highest dose activity change, negative = inhibition, hits mostly inhibitors | P18054; note: potency is the fitted concentration of half-maximal effect; % is set by controls: 0 for no effect and ±100 for the full control effect
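Purified human 12hLO at 150 nM in 25 mM Hepes, 0.01% Triton X-100, pH 7.0, preincubated 15 min at room temperature with compound. Reaction started with 40 uM arachidonic acid, 30 min at room temperature. Hydroperoxide measured by Fe-xylenol orange, 573/405 nm absorbance ratio.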
* marks the source's active call; other numbers are inactive results; ? = inconclusive; . = no result given; & = joins results of further samples; [ ] = remark or other dose. Unless noted, calls come from the whole dose curve; as a rule, active = well fitted curve in the direction sought with a large enough effect; inconclusive = small, poorly fitted or top-dose-only effect, or another doubt; inactive = no such curve, though single readings can be large; an effect the other way counts as inactive or inconclusive. Only part of the results is shown. The share of hits here may be higher or lower than overall.

ALOX12 inh | ERG-DNA inh | JMJD2A Tudor inh | G9a inh | RGS4 inh | HP1b chromo inh | BAZ2B inh | GLS inh | PI4K2A inh | smiles
0% | 8% | -27% | . | -19% | 3% | -9% | 16% | -15 | COc1ccc(NC(=S)N2CCN(c3ccccc3)CC2)c(OC)c1
7% | 1% | -5%[11.4 µM] | 7%[12.7 µM] | 11%[11.4 µM] | -4% | 8% | 2% | -16 | COc1cccc(C(=O)Nc2cnc(NC(=O)c3ccco3)cc2C)c1
? | 3% | 3.2µM* | 7.1µM* | -24% | -10% | -9% | 26% | 2 | Cc1ccccc1-n1c(-c2ccco2)n[nH]c1=S
. | 1% | 0.89µM* | -50%[2.33 µM] | 12% | 16µM* | 22µM* | -11% | 1 | COc1ccc(OCCCn2ccnc2)cc1
78%[activator] | -2% | -4% | 9%[59 µM] | 14% | 34% | 3% | -14% | 2 | Cc1cc(C(=O)N2CCN(c3ncccn3)CC2)nn1C
-11% | 0% | 6% | 3%[59 µM] | -6% | 27%[57 µM] | 2% | 23% | 0 | CN(C)C(=O)c1ccc2c(c1)N(CC(=O)NCc1ccc(F)cc1)C(=O)C1CCCCN21 (stereo unspecified)
? | 0% | -25% | ? | 39% | 15% | -8% | -1% | 2 | O=C(NNS(=O)(=O)c1ccc([N+](=O)[O-])cc1)c1cnn(-c2ccccc2)c1-n1cccc1
3% | 0% | -29% | . | 3% | -21% | . | 12% | -6 | CCOC(=O)Nc1ccc(N2CCOCC2)c(S(=O)(=O)Nc2ccc(Cl)cc2)c1
15% | 4% | -6% | 9% | -24% | 11% | 10% | 2% | 2 | CC(=O)c1ccccc1NC(=O)COC(=O)/C=C/c1cccs1
0%[57.4 µM] | 0% | 1% | -1%[59 µM] | -20% | 16% | -6% | 3% | 3 | CCC(CC)C(=O)Nc1cc(C)cc(C)c1
-7% | 2% | -12% | 1%[59 µM] | 10% | 18% | 7% | 20% | -2 | Cc1cccc2nc(Cn3c(=O)n(-c4ccc(Cl)cc4)c(=O)c4c5c(sc43)CCC5)cc(=O)n12
-9% | -3% | -31% | -3%[2.33 µM] | -22% | 8% | ? | -5% | -6 | Cc1c(NS(=O)(=O)c2cc(C(=O)NCc3ccco3)cc(Cl)c2Cl)c(=O)n(-c2ccccc2)n1C
-8% | -1% | -5% | -10% | 9% | 39%[activator] | 5% | 11% | 9 | O=C1NC(c2cn(-c3ccccc3)nc2-c2cccs2)C(C(=O)c2cccnc2)C(O)(C(F)(F)F)N1 (stereo unspecified)
-28% | -5% | -11% | 1%[2.33 µM] | -4% | 35% | -10% | 1% | -3 | COC(=O)[C@@]12CCCCN1[C@H](c1ccc(SC3CCCCC3)cc1)[C@@H]1C(=O)N(C)C(=O)[C@@H]12
3% | 9% | -15% | . | 3% | 27% | . | 2% | 2 | Cc1cc(Cl)ccc1OCC(=O)OCC(=O)NCCNC(=O)COC(=O)COc1ccc(Cl)cc1C
-1% | 1% | -4% | ? | 21% | 35%[activator] | 1% | 0% | 0 | Cc1cc2nn(-c3ccc(Cl)cc3)nc2cc1NC(=O)C(C)C
-2% | -13% | -1% | 18% | 29% | 34% | 2% | 14% | 3 | Cc1cc(NC(=O)c2ccccc2F)on1
-28% | -15% | -30% | 18µM* | 9% | -32% | ? | 14% | -5 | COc1ccc(NC(=O)CCS(=O)(=O)c2ccc(Br)s2)cc1
? | 1% | ? | 32µM* | -7% | -19% | 50µM* | 15% | -18 | Nc1ccc(O)cc1C(=O)OCC(=O)C12CC3CC(CC(C3)C1)C2
0% | 7% | -20% | 16µM* | -31% | 35% | ? | 6% | -13 | CC(=O)Nc1ccc(NC(=O)CSc2nnc(NC(=O)c3ccc(Br)o3)s2)cc1
9% | 4% | -10% | . | -9% | 29% | . | 10% | 0 | O=C1NC[C@@H](c2ccccc2)OC(=O)[C@@H](Cc2ccc(F)cc2)C/C=C\C[C@@H]1CC(=O)N(CCO)Cc1ccccc1
? | 8% | ? | 50µM* | -25% | 15% | -24% | 27% | -4 | CCCc1cc2c(=O)c(-c3nc4ccccc4s3)c(COCC(=O)O)oc2cc1O
2% | -12% | -8% | 3%[2.33 µM] | -13% | 54%[activator] | -7% | -8% | 5 | CC(=O)C[C@H](O)CC(=O)[C@@H]1OC(=O)CCCCCCc2ccccc21
18% | 2% | -6% | -9%[12.7 µM] | -20% | 2% | -3% | 4% | 6 | O=C(C1CCCN(S(=O)(=O)c2cccc3nsnc23)C1)N1CCN(c2ccccn2)CC1 (stereo unspecified)
38%[activator] | -1% | 50µM* | ? | -10% | 71µM* | ? | -15% | 5 | Cc1ccc2[nH]c(C)c(CCNC(=O)c3c(N)no[n+]3[O-])c2c1
-9% | -15% | -18% | -12%[12.7 µM] | -10% | 34% | -2% | -1% | -4 | C=CCNC(=O)c1ccc2c3n(nc2c1)-c1ccc(C)cc1CO3
0% | -13% | -7% | 33% | 19% | 50%[activator] | 2% | 15% | -3 | NC1(N)OC(CN2C(=O)c3ccccc3C2=O)CS1 (stereo unspecified)
? | 12% | -26% | 40µM* | -18% | 23% | ? | 1% | 2 | COc1ccc(N(CC(=O)Nc2ccccc2C(=O)O)S(=O)(=O)c2ccc(C)c([N+](=O)[O-])c2)cc1
0% | 4% | ? | ? | -25% | -11% | -28% | 54%[activator] | -3 | O=C(NCCCN1CCN(c2ccc(F)cc2)CC1)Nc1ccc([N+](=O)[O-])cc1
-11% | -12% | -18% | -14%[59 µM] | -22%[56.9 µM] | 16% | 13% | 5% | 1&0 | Nc1ccc(N2C(=O)c3ccccc3C2=O)c(Cl)c1
59%[activator] | -3% | 10% | . | -28% | 71%[activator] | -20% | -4% | 11 | COc1c(C)cc(C(=O)C2CCCN(S(=O)(=O)c3c(C)noc3C)C2)cc1C (stereo unspecified)
131%[activator] | -7% | -18% | 5% | 2% | 31%[activator] | 3% | -3% | 5 | O=C(Nc1cccnc1)c1cc(Cl)ccc1Cl
-7% | 7% | -23% | ? | -2% | 23% | 2% | ? | -1 | O=C(OCC(=O)N1CCCc2ccccc21)c1cc(S(=O)(=O)N2CCOCC2)ccc1Cl
? | 6% | -18% | 20%[59 µM] | -12% | 31% | -7% | 2% | -7 | O=c1[nH]c(SCc2ccccc2Cl)nc2c1cnn2-c1ccccc1
-2% | 6% | -12% | -26%[59 µM] | 27% | 27% | -16% | -8% | 0 | COCCCn1c(=O)c2sccc2n2c(CCCC(=O)Nc3cccc(OC)c3)nnc12
8% | -1% | -20% | ? | 12% | 24% | -1% | 26% | -2 | O=C(CN1C(=O)C2CCCCC2C1=O)Nc1ccccc1N1CCCC1 (stereo unspecified)
-22%&14% | 8%&12% | -11%&-9% | -3%[59 µM] | -3%&-4% | 42%&14%[activator] | 5%&0% | 1%&-2% | -3&1 | COC(=O)NNC(=O)C1CCC(C)CC1 (stereo unspecified)
-5% | 3% | -8% | 8% | 5% | 20% | 5% | 2% | 4 | O=C(Nc1ccccc1)/C(=C\c1ccc(F)cc1)NC(=O)c1ccco1
6% | -1% | -16%[11.4 µM] | . | -43%[11.4 µM] | 3% | -5% | 15% | 4 | O=C(O)CSc1nnc(-c2ccccc2)c(-c2ccccc2)n1
11% | . | ? | . | -17% | 12% | . | -1% | -9 | Cc1nn2c(-c3cccc(NC(=O)CN4CCOCC4)c3)nnc2c2ccccc12
-20% | -11% | 3% | . | -8% | 19%[57 µM] | . | 4% | 4 | O=C(COC(=O)c1cccc(Br)c1)NCC1CCCO1 (stereo unspecified)
. | -1% | ? | -4% | -1%[56.9 µM] | 16% | 5% | 9% | -2 | C=CCn1cccc(C(=O)Nc2ccc(C)c(C)c2)c1=O
4% | -2% | -5% | . | 5% | 25% | 19% | -1% | -7 | Cc1ccc(NC(=O)Nc2cccc3ccccc23)cc1
17% | -5% | -16% | 17% | -43%[56.9 µM] | 7% | -1% | -2% | 2 | CC(=O)N1CCOc2ccc(S(=O)(=O)NCCc3ccc(C)cc3)cc21
7% | . | -9% | 10% | 14% | 24% | 8% | 4% | -1 | CC(C)COC(=O)Cc1c(O)c2ccccc2[nH]c1=O
-3% | -17% | -18% | 7% | -6% | 16% | -9% | 16% | -5 | COc1ccccc1N1CCN(CC(=O)Nc2sccc2C#N)CC1
1%[57.4 µM] | -7% | ? | ? | 7% | -5% | -38% | 10% | 1 | O=C(c1ccc(COc2ccccc2Cl)o1)N1CCN(c2ccccc2)CC1
15% | 0% | -3% | 4% | -4% | 20% | 2% | -1% | -1 | Cc1ccc(CNC(=O)CCNS(=O)(=O)c2cccs2)cc1
-19% | -5% | 22µM* | 10µM* | 20% | 28µM* | 45µM* | 0% | -5 | Cc1csc(Nc2ccccc2)[n+]1-c1ccccc1
-1% | -18% | -2% | . | 5% | 26% | . | -1% | 4 | CNc1nc(NC)c2cn[nH]c2n1
? | -2% | -19%[11.4 µM] | ? | -2%[11.4 µM] | 28% | -5% | -18% | -9 | CCCC(c1nnnn1CCOC)N1CCN(Cc2ccccc2)CC1 (stereo unspecified)
0% | 4% | 22% | 58%[activator] | -2% | 64%[activator] | 88%[activator] | 2% | -3 | CC(=O)Oc1ccc2occ(-c3ccccc3)c2c1
-5% | 29% | -20% | 17% | -6% | -24% | -1% | 10% | 1 | CCOC(=O)C1CCN(S(=O)(=O)c2ccc(OC)c(C(=O)N3CCCCCC3)c2)CC1

Some values from the results shown:
Cc1csc(Nc2ccccc2)[n+]1-c1ccccc1 in RGS4 inh has 20%
CC(=O)Oc1ccc2occ(-c3ccccc3)c2c1 in ALOX12 inh has 0%
